# SRC1 TRFRET art – flags TR-FRET format artefacts in PPARgamma SRC-1 recruitment agonist screen. TR-FRET detection artefact counter-screen, emission ratio; active compounds read high. TR-FRET ratio at 8 µM. 99,000 compounds, 0.34% hits; in the data active = TR-FRET ratio above about 2300; also: inactives centre near 1800; reference of the scale not given here
# SRC3 TRFRET art – counter-screen for PPARgamma SRC-3 recruitment agonists: TR-FRET artefact | PPARgamma/SRC-3 format; active compounds read high | TR-FRET ratio at 8 µM | 99,000 compounds, 0.39% hits | AID 1048; in the data active = TR-FRET ratio above about 2000; also: inactives centre near 1600; reference of the scale not given here
# * marks the source's active call; other numbers are inactive results. Not all compounds are listed (hit frequency here may not be typical).
# Below each compound: SRC1 TRFRET art | SRC3 TRFRET art
- Cc1ccccc1OCCC(=O)NCCc1ccc(S(N)(=O)=O)cc1
  1970 | 1711
- COc1ccc(N2C(=O)CCC(C(=O)N3CCCCC3)C2c2ccc(F)cc2)cc1 (stereo unspecified)
  1640 | 1457
- CC1CCC(C(C)C)C(OCC(O)CNC(C)c2ccccc2)C1 (stereo unspecified)
  1811 | 1600
- O=C(NCc1cccc(Cl)c1)NCc1cccc(Cl)c1
  1681 | 1379
- CC(C)(C)n1ncc(Oc2ccccc2[N+](=O)[O-])c(Cl)c1=O
  1751 | 1671
- CC(C)(C)C(=O)/C(=C/c1ccncc1)n1cncn1
  1724 | 1515
- COc1ccc(/C=C/C(=O)N2c3ccccc3Sc3ccc(C(F)(F)F)cc32)cc1
  2012 | 1602
- Nc1cccn2c(-c3ccc(Cl)c(Cl)c3)cnc12
  1950 | 1582
- O=C(Oc1coc(CSc2nnc(NC(=O)C3CC3)s2)cc1=O)c1c(F)cccc1F
  1771 | 1644
- COc1ccccc1NC(=O)CSC1=NCCN1
  1792 | 1664
- O=C(Cc1ccc(-n2c(=O)[nH]c3ccsc3c2=O)cc1)N1CCN(c2ccc(Cl)cc2)CC1
  1999 | 1571
- COc1ccc(Cl)cc1C(=O)N/N=C/c1ccc(N2CCOCC2)cc1
  1897 | 1619
- CCOCC(=O)Nc1ccc(OCc2ccccc2)cc1
  1875 | 1610
- CC(C)OC(=O)CNc1n[nH]c(=S)[nH]c1=O
  5153* | 4653*
- COc1cc2cc(CN(Cc3cccnc3)C(=O)Nc3ccccc3F)c(=O)[nH]c2cc1OC
  1703 | 1538
- Cc1cc(NS(=O)(=O)c2ccc(NC(=S)NC(=O)c3ccc(C(C)(C)C)cc3)cc2)no1
  1741 | 1658
- Cc1ccc(-c2csc(/C(C#N)=C/Nc3ccccc3SC(F)(F)F)n2)cc1
  1825 | 1509
- COc1ccc(S(=O)(=O)N2CCC(CN3C(=O)c4cccc5cccc(c45)C3=O)CC2)cc1
  1808 | 1635
- CC(C)(C)NC(=S)NNC(=O)c1ccccc1Cl
  1718 | 1699
- CC(C)CN(C(=O)COC(=O)c1ccc([N+](=O)[O-])o1)C1CCS(=O)(=O)C1 (stereo unspecified)
  1506 | 1352
- Cc1ccc2sc(NC(=O)c3ccc(N4C(=O)CCC4=O)cc3)nc2c1C
  1894 | 1617
- Cc1ccccc1CSCC(=O)NCc1ccco1
  1816 | 1666
- COc1ccc([N+](=O)[O-])cc1N(CC(=O)N1CCCC1)S(C)(=O)=O
  1829 | 1389
- Cc1ccc(C)c(S(=O)(=O)Nc2nc3ccc(S(N)(=O)=O)cc3s2)c1
  1553 | 1554
- O=C(CN1C(=O)C(=O)N(C2CCCC2)C1=O)Nc1ccc(N2CCOCC2)cc1
  1926 | 1507
- COc1ccc(-c2nc(CNS(=O)(=O)c3cc(OC)ccc3OC)cs2)cc1
  1732 | 1673
- CN(C)c1ccc(Sc2nnc(NC(=O)Nc3ccc(Cl)cc3Cl)s2)cc1
  1673 | 1434
- CC12c3ccccc3C(c3ccccc31)C1C(=O)N(c3cccnc3)C(=O)C12 (stereo unspecified)
  1662 | 1710
- COc1ccccc1NS(=O)(=O)c1cccc(C(=O)N/N=C(\C)c2ccc3c(c2)OCCO3)c1
  2139 | 1622
- O=C(N/N=C(\Cc1ncc[nH]1)c1ccccc1)c1ccncc1
  2077 | 1447
- O=C(O)CSc1cccc2cccc(C(=O)O)c12
  1795 | 1658
- O=C(CNC(=O)c1ccccc1)N/N=C/c1ccccc1Cl
  1876 | 1457
- O=C(Nc1nc(-c2ccccn2)cs1)C12CC3CC(CC(O)(C3)C1)C2
  1845 | 1522
- O=C(Nc1ccc(S(=O)(=O)NC2=NCCCCC2)cc1)c1ccc(=O)[nH]c1
  1854 | 1687
- Cc1cccc(CSC(=N)N)c1
  1705 | 1442
- CCOc1ccc(NC(=O)CSc2ncn[nH]2)c([N+](=O)[O-])c1
  1816 | 1749
- NC(=O)c1ccc(Nc2ccc([N+](=O)[O-])cc2[N+](=O)[O-])cc1
  1706 | 1504
- O=C(C1CCCCN1S(=O)(=O)c1ccccc1[N+](=O)[O-])N1CCCCC1 (stereo unspecified)
  1773 | 1614
- O=C(CCn1nnc2ccccc21)Nc1nnc(Cc2ccc(F)cc2)s1
  1901 | 1615
- Cc1cc(-c2ccccc2)[nH]c(=O)c1C#N
  1788 | 1416
- O=C(CN1C2CCCC1CC(NC(=O)c1ccccc1)C2)NC1CC1 (stereo unspecified)
  1651 | 1736
- CCOc1ccc2c(c1)OC(c1ccc(OC)cc1)(C(F)(F)F)NC2=O (stereo unspecified)
  1855 | 1443
- Cc1c(NC(=O)C(C)OC(=O)c2sc3ccccc3c2Cl)c(=O)n(-c2ccccc2)n1C (stereo unspecified)
  2069 | 1684
- Cc1ccc(CNC(=O)CCCc2ccccc2)cc1
  1755 | 1606
- CC(C)n1c(NCCO)nc2ccccc21
  1865 | 1715
- CCC1(C)Cc2nc3[nH]c(=S)n(-c4ccc(C)cc4)c(=O)c3cc2CO1 (stereo unspecified)
  1988 | 1587
- O=C(NCc1ccccc1Cl)C1CCN(S(=O)(=O)c2ccc(F)cc2)CC1
  1731 | 1493
- O=C(NNc1nc2c(F)cc(F)cc2s1)c1ccccc1
  1879 | 1457
- Cn1c(=O)c(C(=O)COC(=O)c2cc(-c3ccco3)nc3ccccc23)c(N)n(CC2CC2)c1=O
  1764 | 1525
- C/C(N)=C(/C#N)C(=O)CSc1nncn1-c1ccccc1
  1888 | 1732

# Other results:
# Below each compound: SRC1 TRFRET art | SRC3 TRFRET art
- COc1ccc(N=c2cc(-c3ccc(O)cc3)oc3ccccc23)cc1
  1962 | 1635
- CCCCNC(=O)c1cc2ccccc2s1
  1976 | 1646
- O=C(CCN1CCN(c2ccccc2F)CC1)Nc1ccc2c(c1)OCO2
  1851 | 1495
- O=C(COC(=O)c1ccc(NS(=O)(=O)c2cccs2)cc1)NCC1CCCO1 (stereo unspecified)
  1812 | 1623
- COc1ccccc1NC(=O)Nc1cc(F)ccc1F
  1847 | 1615
- Cc1ccc2nc(C)cc(Nc3ccc([N+](=O)[O-])cc3)c2c1
  2174 | 1648
- c1cncc(-c2nc(NCc3cccs3)c3ccccc3n2)c1
  1716 | 1553
- CC(=O)COc1ncnc2c(Cl)cc(Cl)cc12
  1567 | 1441
- CCOc1ccccc1NC(=O)C(OC(=O)c1ccc(N(C)C)cc1)c1ccccc1 (stereo unspecified)
  1437 | 1438
- CCOC(=O)c1ccc2ncc(-c3ccccc3)nc2c1
  1743 | 1639
- Cc1nc2cc(NS(=O)(=O)c3ccc(Br)cc3)ccc2n1C
  1734 | 1527
- C#CCOCCOCCOCCNc1nc(N2CCN(C(=O)[C@H]([C@@H](C)CC)n3cc([C@@H](N)CC(C)C)nn3)CC2)nc(N2CCN(C(=O)[C@H]([C@@H](C)CC)n3cc([C@@H](N)CC(C)C)nn3)CC2)n1
  1809 | 1468
- COC(=O)CCN1CCN(S(=O)(=O)c2ccccc2Br)CC1
  1657 | 1358
- Cc1nn2c(Nc3ccccc3)c3c(nc2c1-c1ccccc1)CCC3
  1634 | 1765
- Cc1cc(C)cc(NC(=O)C(OC(=O)c2sccc2C)c2ccccc2)c1 (stereo unspecified)
  1859 | 1887
- c1cncc(-c2nc(NCCCN3CCOCC3)c3c4c(sc3n2)CCC4)c1
  1835 | 1725
- O=C(O)CCC(=O)Nc1ccccc1C(=O)NCCc1ccccc1
  1504 | 1371
- CC(=O)NCCn1c(SCc2cccc([N+](=O)[O-])c2)nc2ccccc2c1=O
  1630 | 1559
- CCCCNC(=O)COc1ccccc1C(=O)c1cc(C#N)c(=O)n(CCOC)c1
  1661 | 1341
- COC(=O)/C(C#N)=C/c1occc1C
  1729 | 1540

# Sorted by number of heavy atoms (highest first): some entries from above.
# Below each compound: SRC1 TRFRET art | SRC3 TRFRET art
- c1cncc(-c2nc(NCCCN3CCOCC3)c3c4c(sc3n2)CCC4)c1
  1835 | 1725
- Cc1nc2cc(NS(=O)(=O)c3ccc(Br)cc3)ccc2n1C
  1734 | 1527
- COC(=O)/C(C#N)=C/c1occc1C
  1729 | 1540

# Next section
# Below each compound: SRC1 TRFRET art | SRC3 TRFRET art
- CCOC(=O)N1CCc2c(sc3c2c(=O)n(Cc2ccccc2)c(=O)n3Cc2cccc(C)c2)C1
  1696 | 1547
- Cc1ccc(Nc2nc(N/N=C\c3ccc4c(c3)OCO4)nc(N3CCOCC3)n2)cc1
  1646 | 1471
- COc1cc(/C=N/Nc2ccc(F)cc2F)cc(OC)c1O
  1946 | 1565
- Nc1nc(-c2ccc(Cl)cc2)nn1C(=O)c1ccco1
  1518 | 1383
- O=C(NCc1ccncc1)/C(=C\c1ccc(F)cc1)NC(=O)c1ccccc1
  1700 | 1568
- O=C(N/N=C/c1ccc(O)cc1)c1nc(-c2ccccc2)n(-c2ccccc2)n1
  1651 | 1515
- Cc1ccccc1N(C(=O)c1csnn1)C(C(=O)NC(C)(C)C)c1cccs1 (stereo unspecified)
  1996 | 1658
- CC(=O)N1CCN(CC(=O)Nc2ccc(C)c(S(=O)(=O)N(C)C)c2)CC1
  1886 | 1675
- COc1ccc(CC(=O)Nc2cc(S(=O)(=O)N3CCCCC3)ccc2C)cc1OC
  1997 | 1471
- CN(C)c1oc(COc2ccc(F)cc2)nc1C#N
  1892 | 1747
- COc1ccc(CC(=O)OCC(=O)Nc2ccc3c(c2)OCO3)cc1
  1796 | 1622
- COCC(=O)N(C)C1(c2nnnn2CCOC(=O)Nc2ccc(Cl)cc2)CCCCC1
  2083 | 1622
- O=C(NCc1ccccc1Cl)C1CCN(c2cnccn2)CC1
  1571 | 1524
- CCOC(=O)c1c(/N=C/c2ccc(O)cc2O)sc2c1CCC2
  1921 | 1859
- CNC(=O)c1nnsc1S(=O)c1ccc(Cl)cc1 (stereo unspecified)
  1751 | 1469
- COc1ccc(NC(=O)c2ccc(Cl)c(NC(=O)c3ccncc3)c2)cc1
  1920 | 1770
- O=C(Nc1ccc2c(c1)CCC2)c1cnc(Cl)c(Cl)c1
  1817 | 1704
- Cn1c(SCC(=O)N2CCCC2)nc2ccccc21
  1823 | 1387
- CCOc1ccc(C(=O)Nc2ccc3c(c2)OCCO3)cc1[N+](=O)[O-]
  1808 | 1725
- NNC(=S)NCc1ccc2c(c1)OCO2
  2024 | 1745

# Whole records from above. Order of screens: SRC1 TRFRET art | SRC3 TRFRET art
# O=C(Oc1coc(CSc2nnc(NC(=O)C3CC3)s2)cc1=O)c1c(F)cccc1F is listed with 1771 | 1644
# C/C(N)=C(/C#N)C(=O)CSc1nncn1-c1ccccc1 is listed with 1888 | 1732
# CCOc1ccc(NC(=O)CSc2ncn[nH]2)c([N+](=O)[O-])c1 is listed with 1816 | 1749
# Cn1c(SCC(=O)N2CCCC2)nc2ccccc21 is listed with 1823 | 1387

# (next part)
# Below each compound: SRC1 TRFRET art | SRC3 TRFRET art
- Cc1cccc(-c2cc(C(=O)NCc3ccccn3)c3ccccc3n2)c1
  1624 | 1405
- COC(=O)[C@@]1(Cc2ccc(OC)cc2)[C@H]2c3cc(C(=O)N(C)C)n(C[C@H](O)CO)c3C[C@H]2CN1C(=O)c1ccccc1
  1834 | 1655
- O=C(CCN(NC(=O)c1ccccc1)C1=NS(=O)(=O)c2ccccc21)NC1CCCCC1
  1765 | 1662
- CC(=O)c1cc2c(cc1N/C(=N/S(=O)(=O)c1ccc(Br)cc1)c1ccccc1)OCO2
  1935 | 1655
- COc1ccc(Cn2ccnc2SCC(=O)Nc2cccc(NC(C)=O)c2)cc1
  1729 | 1600
- Cc1ccc(SCC2=NN(c3nc(C)cc(C)n3)C(=O)C2)cc1
  1880 | 1712
- O=C(COC(=O)CSc1nnc(-c2ccc(Cl)cc2)o1)Nc1cc(Cl)cc(Cl)c1
  1738 | 1805
- Nc1ccc(S(=O)(=O)NNC(=O)C(=O)NNc2ccccc2)cc1
  1890 | 1617
- Cc1ccc(OCC(=O)NNC(=S)NC(=O)C(C)(C)C)c(Br)c1
  1736 | 1580
- Cc1[nH][nH]c(=O)c1C(c1cc2c(cc1Br)OCO2)c1c(C)[nH][nH]c1=O
  1749 | 1537
- CC(=O)N(C)c1cccc([N+](=O)[O-])c1
  1592 | 1344
- C#CCOCCOCCOCCNc1nc(N2CCN(C(=O)[C@H]([C@@H](C)CC)n3cc(CCCN=C(N)N)nn3)CC2)nc(N2CCN(C(=O)[C@H](C)n3cc(CCCN=C(N)N)nn3)CC2)n1
  2076 | 1605
- COc1ccccc1NC(=S)NC(=O)c1c(-c2ccccc2Cl)noc1C
  1734 | 1891
- COc1ccc(CN2CCN(c3ncccn3)CC2)c(OC)c1
  1837 | 1609
- COc1cccc(C=Nc2ccc(C)c(F)c2)c1O
  1777 | 1595
- COCCn1c(=NC(=O)c2cc3ccccc3oc2=O)sc2cc(S(N)(=O)=O)ccc21
  1587 | 1568
- CCOC(=O)/C=C1\SCC(=O)N1CC(=O)NCc1ccc(OC)c(OC)c1
  1916 | 1582
- COc1ccc(NC(=O)/C(=C\c2ccc3c(c2)OCO3)NC(C)=O)cc1
  2195 | 1561
- Cc1ccc(Cl)cc1N1CCN(C(=O)CN(c2ccccc2)S(=O)(=O)N(C)C)CC1
  1927 | 1604
- CC(C)(C)c1ccc(C(=O)NCC(=O)N/N=C/c2ccccc2OCC(=O)O)cc1
  1660 | 1475
- O=[N+]([O-])c1cc(C(F)(F)F)ccc1Oc1cccnc1[N+](=O)[O-]
  1857 | 1625
- COc1ccc(/C=C/CN2CCN(Cc3ccccc3)C(CCO)C2)cc1 (stereo unspecified)
  1763 | 1790
- COc1ccc(CCNC(=O)C/C(C)=N/NC(=O)C23CC4CC(CC(C4)C2)C3)cc1OC
  1606 | 1604
- COc1ccc(/C=C(/NC(=O)c2ccccc2)C(=O)NC2CCS(=O)(=O)C2)cc1 (stereo unspecified)
  1875 | 1584
- Cc1nc2ccc(NC(=O)c3ccc(S(=O)(=O)N(C)c4ccccc4)cc3)cc2s1
  1788 | 1653
- CN(C)S(=O)(=O)c1ccc(C(=O)NCc2nnc(SCC(=O)Nc3ccc(F)cc3)n2-c2ccc(F)cc2)cc1
  1818 | 1604
- O=C(NC1CCCc2ccccc21)c1cccnc1 (stereo unspecified)
  1812 | 1637

# Bioassay records as filed in PubChem BioAssay.
